# Vif-A3F inh – Vif-A3F binding inhibition. HeLa A3F-eYFP + Vif (tagged APOBEC3F with the HIV-1 protein that degrades it), YFP fluorescence increase. Potency, µM (highest dose often 46.1 µM), for the others: at the top dose activity, negative = active. 0.2% of 390,000 active; note: potency is the fitted concentration of half-maximal effect; % of control where 0% means no effect; nearly all actives have a fitted effect of over 65% in size
#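 HeLa cells stably expressing Vif plus C-terminally eYFP-tagged A3F were seeded, incubated overnight at 37 deg C, dosed with compound, incubated overnight again at 37 deg C. Yellow fluorescence (Ex 488/Em 500-530) reported blocked Vif-mediated A3F-eYFP degradation.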
# RXFP1 antag – antagonists of human relaxin receptor RXFP1. 0.59% of 350,000 active. AID 1259400. activity change, negative = inhibition, % at 57.5 µM. HEK293-RXFP1, relaxin-stimulated cAMP HTRF, 30 min; active compounds read low. Q9HBX9;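 active = activity change of -60% or lower, but not beyond a set lower limit; inconclusive = change between -60% and -40%, or beyond the set limit; inactive = change above -40%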; note: % is set by controls: 0 for no effect and ±100 for the full control effect
# Target sequence (Q9HBX9 whole entry, looked up): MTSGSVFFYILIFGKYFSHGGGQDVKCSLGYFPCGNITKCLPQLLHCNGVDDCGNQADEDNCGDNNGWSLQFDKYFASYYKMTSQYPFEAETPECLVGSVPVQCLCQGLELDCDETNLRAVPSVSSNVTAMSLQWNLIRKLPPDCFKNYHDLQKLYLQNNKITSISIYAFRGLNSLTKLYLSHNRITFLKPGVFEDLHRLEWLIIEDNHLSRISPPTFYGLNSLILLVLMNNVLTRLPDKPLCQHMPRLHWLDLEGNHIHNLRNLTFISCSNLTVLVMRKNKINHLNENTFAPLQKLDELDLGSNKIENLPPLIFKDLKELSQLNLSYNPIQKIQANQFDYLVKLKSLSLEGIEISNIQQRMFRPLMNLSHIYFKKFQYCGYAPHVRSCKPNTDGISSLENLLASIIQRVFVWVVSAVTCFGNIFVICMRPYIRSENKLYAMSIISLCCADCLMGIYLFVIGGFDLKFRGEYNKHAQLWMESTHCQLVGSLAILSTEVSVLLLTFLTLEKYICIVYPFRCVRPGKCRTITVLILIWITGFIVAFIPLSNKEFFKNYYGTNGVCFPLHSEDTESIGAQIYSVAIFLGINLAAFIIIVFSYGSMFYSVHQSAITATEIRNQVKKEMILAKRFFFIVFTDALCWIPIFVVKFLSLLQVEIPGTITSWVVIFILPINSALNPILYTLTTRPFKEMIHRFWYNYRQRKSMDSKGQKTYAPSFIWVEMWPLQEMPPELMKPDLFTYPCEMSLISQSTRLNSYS
# GRP78 ERSR act – induces the endoplasmic reticulum stress response in human glioma cells; Potency, µM, inactives show at the highest dose activation, hits mostly activators; U87-MG GRP78 promoter luciferase reporter, 16 h; 0.02% of 420,000 active; AID 602332; note: potency is the fitted concentration of half-maximal effect; series mostly up to about 76 µM; % of control where 0% means no effect; nearly all actives have a fitted effect of over 35% in size
#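 Stably transfected U87-MG human glioma cells carrying a GRP78-based luminescent sensor were seeded at 1000 cells/well, pin-dosed with compounds and incubated 16 h. Luciferase reagent was then added, and end-point luminescence was read after 10 min at room temperature.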
# D1 antagonist – antagonists of human D1 dopamine receptor; 3.2% of 360,000 active; activity change, negative = inhibition, % at 10 µM; HEK293 TREx D1 cells, calcium flux, dopamine EC80; active compounds read low; in the data active = activity change below about -30%; note: % is set by controls: 0 for no effect and ±100 for the full control effect
#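 Cells carrying a force-coupled, tetracycline-inducible human D1 receptor report calcium flux. Each well gets a 10 s baseline, compound with 180 s monitoring, then an EC80 dopamine stimulus with a second 180 s kinetic read.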
# D2 potentiator – positively modulates the human D2 dopamine receptor allosterically | HEK293 T-REx D2, calcium flux, EC20 dopamine potentiation | potentiation, % at 10 µM | 0.34% of 340,000 active | AID 485347;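 active = potentiation over 3 SD above the plate norm, cut at about 30% in these data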; note: 0% is about no effect
#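 Potentiation of an EC20 dopamine calcium response is measured in a force-coupled, tetracycline-inducible Hek293 Trex D2 line. Compound-only kinetic reads over 180 s flag agonists before dopamine addition.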
# D1 ag – activates the human D1 dopamine receptor; activation, % at 2 µM; 1% of 360,000 active; HEK293 T-REx D1 cells, calcium flux, agonist mode; in the data active = activation above about 30%; note: 0% is about no effect
#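 Agonism was scored from calcium flux recorded over 180 s (1 read/s) after pintool compound addition, following a 10-cycle baseline. Cells were inducible force-coupled HEK293 TREx D1, plated overnight at 30 C and loaded with no-wash calcium dye.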
# Vif-APOBEC3G blk – Vif-A3G binding inhibition. HeLa A3G-eYFP + Vif (tagged APOBEC3G with the HIV-1 protein that degrades it), YFP fluorescence, overnight. 0.076% of 410,000 active. Q9HC16. Potency, µM (titrated, usually from 46.1 µM), inactives show at the top dose activity, negative = active, usual class: inhibitors;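 note: potency is the fitted concentration of half-maximal effect; % is set by controls: 0 for no effect and ±100 for the full control effect; nearly all actives have a fitted effect of over 60% in size; hits raise eYFP signal because A3G escapes Vif-driven loss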
#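 Read-out is eYFP fluorescence (Ex 488/Em 500-530) from Vif-expressing HeLa A3G-eYFP cells; more signal means A3G escaped Vif-mediated degradation. Cells plated overnight, compound pinned in, incubated overnight at 37 deg C.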
# D1 potentiator – potentiators of human D1 dopamine receptor; P21728; HEK293 TREx D1 cells, calcium flux, dopamine EC20 potentiation; potentiation, % at 10 µM; 0.036% of 360,000 active; AID 504651; in the data active = potentiation above about 30%; note: 0% is about no effect
# RXFP1 agonist – activates the human relaxin receptor RXFP1; Potency, µM (doses to about 57.5 µM), for the others: top-dose activation, most hits filed as activators; Q9HBX9; HEK293T-RXFP1 cAMP TR-FRET, 30 min; response scale: percent of porcine relaxin response, buffer zero; 0.3% of 370,000 active; note: potency is the fitted concentration of half-maximal effect; % is set by controls: 0 for no effect and ±100 for the full control effect; nearly all actives have a fitted effect of over 60% in size; many of its hits are not listed in these tables
#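 Agonist response is measured as cAMP accumulation in an RXFP1-transfected HEK293T line under PDE4 inhibition. Values are scaled between buffer-only and 29 nM porcine relaxin, and EC50s come from standard Hill equation fits.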
# The depositor's hits bear a star; ? = inconclusive; nt = not tested or not shown. Unless noted, calls come from the whole dose curve; as a rule, active = well fitted curve in the direction sought with a large enough effect; inconclusive = small, poorly fitted or top-dose-only effect, or another doubt; inactive = no such curve, though single readings can be large; an effect the other way counts as inactive or inconclusive.
SMILES,Vif-A3F inh,RXFP1 antag,GRP78 ERSR act,D1 antagonist,D2 potentiator,D1 ag,Vif-APOBEC3G blk,D1 potentiator,RXFP1 agonist
CCc1cc(-c2nnn(CCC3COCCO3)c2CC)cc(CC)c1-c1cn(CCc2c[nH]c3ccccc23)nn1 (stereo not given),0%,9,0%,nt,nt,nt,1%,nt,nt
O=C(CC(=O)NCc1ccc(Cl)cc1)NCc1ccccc1,-5%,-6,-3%,12,-6,1,-2%,10,-1.6%
Clc1cccc(OCCN2CCOCC2)c1,-1%,-7,-3%,18,-11,2,-1%,3,-1.2%
S=C(NC1CCCCC1)N1CCn2cccc2C1c1ccncc1 (stereo not given),5%,-2,2%,3,nt,2,0%,-7,-0.5%
CC(C(=O)Nc1ccccc1Cl)N(c1ccccc1)S(C)(=O)=O (stereo not given),4%,4,-2%,-5,2,2,-1%,-5,3.5%
Cc1ccc(C)c(N2CCN(C(=S)NC3CCCCC3)CC2)c1,0%,-7,-3%,1,-3,0,-4%,-7,5.4%
CC1C(=O)N(Cc2cn(CCC3OCCCO3)nn2)CCS(=O)(=O)N1Cc1ccc(-c2ccc(Cl)c(Cl)c2)cc1 (stereo not given),-12%,1,-4%,nt,nt,nt,-18%,nt,nt
Cc1ccc(OCCCC(=O)Nc2sc3c(c2C(N)=O)CCC(C)C3)cc1 (stereo not given),-1%,-2,-4%,-6,11,-3,1%,4,?
CCc1ccc(-n2nc(C)c3c(C)cc(=O)n(CC(=O)Nc4ccc(F)cc4C)c32)cc1,-2%,nt,-2%,-6,-9,-1,-1%,-3,?
CCOC(=O)c1c(NC2OC(=O)c3c2ccc(OC)c3OC)sc(C(=O)OC(C)(C)C)c1C (stereo not given),3%,-11,1%,0,0,3,-1%,4,1.0%
CCc1cc2ccc(C)cc2nc1SCC(=O)c1ccc(NC(C)=O)cc1,-3%,11,3%,6,-2,12,0%,-3,0.7%
CCOC(=O)c1c(NC(=O)CSC(=S)N2CCOCC2)sc(C)c1C,0%,-4,-3%,-11,-10,3,-5%,-2,1.0%
O=C(COC(=O)CC1CCCC1)Nc1ccc(Br)cc1F,-9%,-5,2%,nt,nt,nt,0%,nt,nt
Cc1ccc(-n2ncc3c(NCCO)ncnc32)cc1Cl,5%,0,-4%,-39*,9,5,-9%,-3,5.2%
CC(C)(CSc1nncn1/N=C/c1ccco1)NS(=O)(=O)c1ccc(Cl)cc1,nt,-4,-6%,1,7,0,0%,-4,0.5%
Cc1cc(C)cc(NC(=O)CN2C(=O)c3ccccc3C2=O)c1,9%,-11,0%,15,-2,3,2%,-5,1.1%
C/C=C/C(=O)N1c2ccc(C)cc2C(C)=CC1(C)C,1%,-37,-6%,3,-7,3,-1%,-2,0.0%
Cc1ccsc1/C=C1/SC(N2CC(C)OC(C)C2)=NC1=O (stereo not given),3%,-4,-2%,-3,nt,0,1%,-3,-1.3%
CC(=O)Nc1ccc(NC(=O)CCn2nnc3ccccc32)cc1,16%,7,-1%,18,13,0,-1%,1,-0.7%
C=CCNc1nc(-c2ccc(Cl)cc2)cs1,3%,-1,-4%,-13,13,0,5%,1,0.4%
CCOC(=O)c1c(NC(=O)C2C3C=CC(C3)C2(C)C(=O)O)sc2c1CCCC2 (stereo not given),-16%,10,-2%,-2,16,0,-1%,-7,19%
COc1ccc(NC(=O)CSc2nc3[nH]c(=O)[nH]c(=O)c3s2)cc1OC,-2%,-7,-3%,-6,15,4,3%,-14,0.0%
Cc1cccc(OCC(=O)N2CCC(c3ccccc3)C2)c1 (stereo not given),-3%,-28,3%,-11,-3,4,-4%,-3,1.3%
CC(=O)N1CCN(C(=O)c2ccc(NS(=O)(=O)c3ccc(Cl)c(Cl)c3)cc2)CC1,14%,-13,1%,nt,nt,nt,-2%,nt,nt
CN(C(=O)c1cc2ccccc2o1)c1c(N)n(Cc2ccccc2)c(=O)[nH]c1=O,-19%,-5,-4%,nt,nt,nt,-4%,nt,nt
CC1(C(=O)O)CCC(C(=O)NCCc2ccccc2)C1(C)C (stereo not given),1%,-13,-3%,-3,13,2,1%,-2,0.3%
Cc1ccc(CN/C=C/C(=O)c2ccc(Br)cc2)cc1,-7%,-30,0%,-4,-2,6,-7%,1,-1.6%
CC1Cc2ccccc2N1C(=O)COC(=O)C1=COCCO1 (stereo not given),-4%,6,-4%,5,6,1,0%,-1,1.3%
CCCCC(=O)Nc1ccc(C(=O)OCc2cc(=O)n3nc(C4CC4)sc3n2)cc1,-10%,-3,-2%,5,4,15,1%,2,-0.2%
Cc1cccc(NC(=O)c2nc[nH]c2C(=O)N2CCC(C)CC2)c1,-3%,nt,-6%,nt,-25,-3,0%,0,0.3%
O=C(c1cc(COc2ccc3c(c2)CCCC3)on1)N1CCCC1,nt,nt,nt,11,5,5,nt,3,-0.9%
CCCCCn1c(=O)[nH]c2cc(C(=O)N3CCN(c4ccccc4)CC3)ccc2c1=O,-8%,nt,-3%,8,8,1,0%,0,-0.2%
C=CCNC(=O)Nc1ccc2oc(C)nc2c1,-12%,-2,-1%,7,6,6,0%,-4,0.7%
CCCCNc1nc2ccccc2c2nc(-c3ccccc3)nn12,5%,nt,-2%,4,3,8,-3%,-1,0.1%
CC1(C)OC2CC3C4CC=C5CC(O)CCC5(C)C4CCC3(C)C2(C(=O)CO)O1 (stereo not given),-5%,-10,-3%,nt,nt,nt,-4%,nt,nt
CC(C)(C)CN1CCNC(=O)C1CC(=O)NCCc1ccccc1F (stereo not given),6%,11,3%,-2,13,3,-2%,-8,-2.2%
O=S(=O)(c1ccccc1)c1nc(-c2ccccc2F)oc1NCc1cccnc1,-28%,12,0%,-7,2,0,-8%,-2,0.7%
CC1(C)Cc2c(sc3ncn4nc(-c5ccco5)nc4c23)CO1,10%,0,0%,nt,nt,nt,-3%,nt,nt
CN(C)c1nc(OCCOC(=O)c2ccccc2)nc(N(C)C)n1,-5%,8,-2%,0,11,31*,2%,-1,-0.5%
COc1ccc(CCNC(=O)C(=O)Nc2nccs2)cc1OC,3%,4,1%,-17,15,3,-6%,3,0.2%
Cc1ccc(C(=O)OCc2cn(-c3ccccc3)nn2)cc1,2%,-17,-1%,2,-4,4,-2%,-2,4.4%
Cc1ccc(CNC(=O)C2CC3Cn4c(nc5cc(C)c(C)cc54)C3N2C)o1 (stereo not given),-13%,nt,-4%,17,-2,0,-5%,-4,1.0%
COc1ccc(S(=O)(=O)N2CCc3ccccc32)cc1C(=O)OCC(=O)c1c(N)n(C)c(=O)n(C)c1=O,-12%,-7,-1%,-14,17,2,-2%,0,2.1%
COc1ccc(C(=O)Nc2cc3c(cc2C(=O)c2ccccc2Cl)OCCO3)cc1,-1%,nt,-3%,9,21,0,1%,-2,2.5%
Cc1ccc(NC(=O)c2cc(S(=O)(=O)NC3CCCCC3)ccc2F)cc1Cl,-20%,-14,-1%,-9,10,0,4%,-1,-1.4%
O=C(CSc1ncn[nH]1)NNC(=O)c1ccccc1,6%,-6,-3%,1,-3,2,-1%,-6,0.4%
Cc1ccc2c(c1)nnn2C1CCN(CC(=O)Nc2ccc3c(c2)OCCO3)CC1,1%,2,-9%,2,-4,-1,0%,-3,-0.7%
CCOc1ccc(NC(=O)CN(c2ccc(OCC)cc2)S(=O)(=O)c2c(C)[nH]c(=O)[nH]c2=O)cc1,1%,3,-5%,3,6,3,11%,-8,-0.1%
Fc1ccc(Cn2cc(C(=S)N3CCOCC3)c3ccccc32)cc1,6%,-5,-3%,-4,5,5,0%,2,-1.3%
Cc1ccc(Cl)cc1NC(=O)c1ccc(Cn2cc(Cl)cn2)cc1,-6%,3,-1%,1,-3,19,-14%,0,-0.7%
Cc1cc(NC(=O)CCC(=O)N(Cc2cccnc2)C(C(=O)NC(C)(C)C)c2ccccc2Cl)no1 (stereo not given),2%,9,-5%,5,nt,1,1%,4,-2.9%
O=C(O)Cn1cc(/C=C2\SC(=O)N(c3ccccc3)C2=O)c2ccccc21,-15%,5,-1%,1,nt,2,-3%,2,-2.4%
CCOc1ncccc1C(=O)Nc1cccc(Cl)c1Cl,0%,-3,-3%,3,18,3,1%,-4,2.5%
COC(=O)c1ccc(OC(=O)c2ccc(OC)c(OC)c2)c(OC)c1,nt,1,-2%,-4,17,5,-7%,-1,1.1%
Clc1cccc(CSc2nnc(-c3sccc3-n3cccc3)o2)c1,4%,-7,-5%,nt,nt,nt,-4%,nt,-0.8%
Cc1ccc(C(=O)Nc2cccnc2)cc1S(=O)(=O)N1CCOCC1,5%,-2,-6%,-2,6,5,1%,1,-1.2%
CCOC(=O)c1sc2cccc(F)c2c1S(=O)(=O)NCc1ccccc1Cl,2%,-15,-1%,-3,-2,10,1%,-6,?
COc1ccc2nc(NC(=O)c3cc(S(=O)(=O)N4CCOCC4)ccc3C)sc2c1,nt,6,8%,nt,-4,1,-2%,-3,0.9%
COc1ccc(CNC(=O)CCCOc2cc(=O)n(C)c3ccccc23)cc1,-5%,0,-1%,7,-1,0,1%,0,3.0%
CCCCn1c(N)c(NCC)c(=O)[nH]c1=O,-8%,16,-2%,2,-2,4,3%,5,-0.3%

# Next section (two carried over from the part before).
SMILES,Vif-A3F inh,RXFP1 antag,GRP78 ERSR act,D1 antagonist,D2 potentiator,D1 ag,Vif-APOBEC3G blk,D1 potentiator,RXFP1 agonist
COc1ccc(CNC(=O)CCCOc2cc(=O)n(C)c3ccccc23)cc1,-5%,0,-1%,7,-1,0,1%,0,3.0%
CCCCn1c(N)c(NCC)c(=O)[nH]c1=O,-8%,16,-2%,2,-2,4,3%,5,-0.3%
CC(C)NC(=O)CC(c1ccccc1)c1cc(Br)ccc1O (stereo not given),-8%,22,-4%,5,6,44*,-7%,2,-0.4%
Cc1cc(N2C(=O)C(=O)/C(=C(/O)c3ccc(F)cc3)C2c2ccc(F)cc2)no1 (stereo not given),2%,5,-4%,4,-2,1,?,2,13%
CCOC(=O)CC1=C(C(=O)OCC)C(c2cccs2)C(C#N)=C(N)O1 (stereo not given),nt,-2,-1%,-3,5,1,1%,-2,-0.4%
Cn1nc(C(=O)NC2CCCN(Cc3ccccc3F)C2)c2ccccc2c1=O (stereo not given),-10%,-7,-5%,0,0,1,-3%,3,-3.6%

# High-throughput results (PubChem BioAssay)

# Some of the compounds tested, so the mix of outcomes need not match the whole.
